Screening results (PubChem BioAssay)
QS inhibitor = blocks AIP-induced quorum sensing reporter in S. aureus; actives 0.3% (n = 24,000); inhibition, % at 2 µM; S. aureus RN6390 RNAIII-GFP reporter, flow cytometry 3 h;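 active = share of bacteria positive for the green fluorescent reporter and its mean brightness both inhibited by 50% or more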;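 also: 0% = AIP-stimulated control and 100% = unstimulated bacteria without AIP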
QS inhibitor GFP MFI % = further read-out of QS inhibitor, marked with its call; inhibition, %; measured here: inhibition of GFP MFI
* marks the source's active call; other numbers are inactive results. The list is partial; count on the stated rates, not on these rows.

Start of the listing, in advance, 2 compounds:
SMILES	QS inhibitor	QS inhibitor GFP MFI %
CCn1c(=O)c(C(=O)Nc2cccnc2)c(O)c2ccccc21	-1	-5
CC1CCCCN1C(=O)CSc1nc2cc3c(cc2c(=O)n1Cc1ccc2c(c1)OCO2)OCO3 (stereo not drawn)	41	42

All compounds of this part (from the top)
SMILES	QS inhibitor	QS inhibitor GFP MFI %
CCn1c(=O)c(C(=O)Nc2cccnc2)c(O)c2ccccc21	-1	-5
CC1CCCCN1C(=O)CSc1nc2cc3c(cc2c(=O)n1Cc1ccc2c(c1)OCO2)OCO3 (stereo not drawn)	41	42
O=C(C1CCC1)N1CCc2cc(S(=O)(=O)NCc3ccco3)ccc21	-5	-14
COc1ccc(CCNC(=O)Cn2cnc3c2c(=O)n(C)c(=O)n3C)cc1OC	-9	-13
Cc1ccc(NC2c3ncccc3C(=O)N2C2CCCCC2)cc1 (stereo not drawn)	2	3
O=C(CCCn1c(=O)c2sccc2n(Cc2cc(=O)n3ccccc3n2)c1=O)NCc1ccco1	-2	-2
Cc1cc(C(=O)NC2CCCC2)on1	-2	-1
COc1ccc(S(=O)(=O)NCC2CCC(C(=O)N3CCC4(CC3)OCCO4)CC2)cc1 (stereo not drawn)	12	23
CCOC(=O)c1c(NC(=O)c2ccc(S(=O)(=O)N3CCOCC3)cc2)sc2c1CCN(C)C2	0	0
CCCS(=O)(=O)N1CCCC(C(=O)NCc2cccnc2)C1 (stereo not drawn)	-1	-5
Cn1cc(CC(=O)NCCCN2CCCC2=O)c2ccccc21	-4	-10
COCCNC(=O)c1ccc2c(c1)nc(C)n2-c1cccc(F)c1	-2	-5
O=C(c1ccco1)N1CCN(c2ncccn2)CC1	-2	-13
CCCn1cc(S(=O)(=O)CC(=O)Nc2ccc(OC)cc2OC)c2ccccc21	0	1
Cc1ccc(CC(=O)N2CCC(c3nc4c(nnn4Cc4ccccc4)c(=O)[nH]3)CC2)cc1	-3	-15
CCCCCC1CCC(C(=O)O)CC1 (stereo not drawn)	-2	-8
CC1CCN(C(=O)CSc2nnc(-c3cccnc3)n2C2CCCCC2)CC1	-4	-21
COc1ccccc1NC(=O)CN1CCN(CC(=O)Nc2ccc3c(c2)OCCO3)CC1	37	61
CCN(c1cccc(C)c1)S(=O)(=O)c1ccc2[nH]c(=O)c(=O)[nH]c2c1	2	6
C=CCSc1nnc2c(n1)OC(c1cccnc1)N(C(C)=O)c1ccccc1-2 (stereo not drawn)	-4	-11
O=C(O)CCNc1nc(-c2ccccc2)nc2ccccc12	0	1
CCC1C(=O)N=C(SCC(=O)Nc2cccc3ccccc23)NC1=O (stereo not drawn)	-2	-9
CC1CCCN(c2ccc(C(=O)Nc3ccc4c(c3)OCO4)cc2[N+](=O)[O-])C1 (stereo not drawn)	0	-22
O=C(NCC1COc2ccccc2O1)c1ccc(NC(=O)C2CCCO2)cc1 (stereo not drawn)	-1	7
CC(=O)N1c2c(cc(Br)cc2S(=O)(=O)NCC2COc3ccccc3O2)CC1C (stereo not drawn)	-2	-10
O=C(C1CCCN(S(=O)(=O)c2cccc3nonc23)C1)N1CCC(Cc2ccccc2)CC1 (stereo not drawn)	-3	3
Cc1nc2ccc(S(=O)(=O)NCC(=O)N3CCN(c4ccccn4)CC3)cc2s1	-5	-15
Cc1cccc(C2CC(c3ccccc3)Nc3nc(N)nn32)c1 (stereo not drawn)	-2	1
C=CCN(C(=O)CNS(=O)(=O)c1ccccc1)C(C(=O)NCCOC)c1ccncc1 (stereo not drawn)	-3	-22
CC(C)=CC(=O)Nc1ccc(Br)cc1	-1	3
CSc1nc(=NC(C)=O)ss1	0	5
Cc1ccc(CS(=O)(=O)Cc2ccc(C(=O)NCc3ccco3)o2)cc1	2	2
Oc1c(C(c2ccccc2)N2CCc3ccccc3C2)sc2ncnn12 (stereo not drawn)	-1	1
Cc1ccc2[nH]c3c(N4CCOCC4)ncnc3c2c1	0	-44
CCN(CCCNC(=O)C1CCN(S(=O)(=O)CC)CC1)c1cccc(C)c1	1	7
CCc1ccc(NC(=O)N(CCCOC(C)C)C2CCN(C(C)=O)CC2)cc1	-6	-7
CN1[C@@H](CC(=O)c2ccccc2)CCC[C@H]1C[C@H](O)c1ccccc1	2	1
CCOC(=O)C1CCN(c2cc(=O)n(C3CCCCC3)c(=O)[nH]2)CC1	-1	-14
COc1ccc(OC)c(C2C(C(=O)Nc3ccc(F)cc3)=C(C)Nc3nc(CCCO)nn32)c1 (stereo not drawn)	2	3
O=C1c2ccccc2NC(c2cnc3ccccc3n2)N1O (stereo not drawn)	-2	-8
CCN(CC)CCNC(=O)Cn1nc(Cc2cccnc2)c2ccccc2c1=O	-1	-5
CCN(CC)CCNC(=O)CS(=O)Cc1nc(-c2ccc(C)cc2)oc1C (stereo not drawn)	-1	-32
C=CCOC(=O)C1=C(C)Nc2nnnn2C1c1cc(OC)ccc1OC (stereo not drawn)	-10	-67
O=C(NC12CC3CC(CC(C3)C1)C2)C1CCCN1C(=O)NC1CCCCC1 (stereo not drawn)	1	8
COc1ccc(-c2nc(-c3ccc(NC(=O)c4ccncc4)cc3)no2)cc1OC	-7	-10
O=C(NC1CC1)c1scc2c1OCCO2	0	16
CCOC(=O)N1CCC(N2C(=O)c3ccc(C(=O)Nc4ccc(F)cc4F)cc3C2=O)CC1	-1	-2
O=C(Nc1cccc(NC(=O)c2ccco2)c1)c1ccc2c(c1)OCO2	0	-11
CCC1CCCCN1C(=O)Cn1c(C(=O)OC)cc2sc(Cl)cc21 (stereo not drawn)	-1	6
Cn1c(C(=O)N2CCCC(C(=O)O)C2)cc2sccc21 (stereo not drawn)	-2	-48
Additional records.
SMILES	QS inhibitor	QS inhibitor GFP MFI %
COCCSc1nnc(NC(=O)CSCc2ccccc2)s1	1	5
O=C(CSc1nc2c(c(=O)n1-c1ccc(Br)cc1)SCC2)Nc1nccs1	16	25
CCOC(=O)c1ccc(Nc2ncnc3nc[nH]c23)cc1	-1	-7
CCOC(=O)N1CCC(NC(=O)CCN2C(=O)C3C4C=CC(C4)C3C2=O)CC1 (stereo not drawn)	7	13
COc1c(Cl)cc(-c2noc(C)c2C(=O)NCc2ccc3c(c2)OCO3)cc1Cl	-2	-2
Cn1cc(/C=N/n2cnc3scc(-c4ccc(Cl)cc4)c3c2=O)c2ccccc21	9	25
CCOC(=O)c1sc(N2C(=O)C(O)=C(C(=O)c3ccco3)C2c2ccccc2)nc1C (stereo not drawn)	1	17
O=C(NC1=NCCS1)[C@H](Cc1ccccc1)N1C(=O)c2ccccc2C1=O	-2	-8
CC1=C(C(=O)NCc2ccc3c(c2)OCO3)C2(CCC(C)CC2)OC1=O (stereo not drawn)	8	21
COc1ccc(O)c(C2NC(CC(C)C)(C(=O)O)C3C(=O)N(Cc4ccccc4)C(=O)C23)c1 (stereo not drawn)	-3	0

Fetched by structure from the list above, 5 records:
SMILES	QS inhibitor	QS inhibitor GFP MFI %
COc1ccc(O)c(C2NC(CC(C)C)(C(=O)O)C3C(=O)N(Cc4ccccc4)C(=O)C23)c1 (stereo not drawn)	-3	0
COCCSc1nnc(NC(=O)CSCc2ccccc2)s1	1	5
CC1=C(C(=O)NCc2ccc3c(c2)OCO3)C2(CCC(C)CC2)OC1=O (stereo not drawn)	8	21
O=C(NC1=NCCS1)[C@H](Cc1ccccc1)N1C(=O)c2ccccc2C1=O	-2	-8
CCOC(=O)c1ccc(Nc2ncnc3nc[nH]c23)cc1	-1	-7

(listing goes on)
SMILES	QS inhibitor	QS inhibitor GFP MFI %
CCOC(=O)c1ccc(-n2c(N)c(C(=O)NCc3ccco3)sc2=S)cc1	0	18
O=C(NC1CCCC1)c1sc(=S)n2c1[nH]c(=O)c1ccccc12	0	-4
C=C(C)COc1ccc(-c2nc(N)ncc2-c2ccc(OC)cc2)c(O)c1	14	26
CCOc1ncccc1C(=O)OCC(=O)N1CC(=O)Nc2ccccc21	0	6
CN1CCN(C(=O)C2CCN(S(=O)(=O)c3cnc[nH]3)CC2)CC1	16	46
CSCCC(NC(=O)C1CCC(C)CC1)C(=O)N1CCN(c2ccccn2)CC1 (stereo not drawn)	0	4
Cc1ccc(S(=O)(=O)c2cc3c(=O)n4ccccc4nc3n(CC3CCCO3)c2=N)cc1C (stereo not drawn)	0	16
Cc1ccccc1-n1c(SCc2ccccn2)nc2n[nH]c(C)c2c1=N	5	9
CON(C)c1nc(Oc2ccc(=O)[nH]n2)nc(N(C)C)n1	1	18
CC(=O)C1C(c2ccncc2)NC(=O)NC1(O)C(F)(F)F (stereo not drawn)	-10	-16

Some values from the results shown:
Cc1ccc2[nH]c3c(N4CCOCC4)ncnc3c2c1 | QS inhibitor GFP MFI %: -44
CCC1CCCCN1C(=O)Cn1c(C(=O)OC)cc2sc(Cl)cc21 (stereo not drawn) | QS inhibitor GFP MFI %: 6
Cn1cc(/C=N/n2cnc3scc(-c4ccc(Cl)cc4)c3c2=O)c2ccccc21 | QS inhibitor GFP MFI %: 25
CCOc1ncccc1C(=O)OCC(=O)N1CC(=O)Nc2ccccc21 | QS inhibitor GFP MFI %: 6

Later entries.
SMILES	QS inhibitor	QS inhibitor GFP MFI %
O=C(NCCc1c[nH]c2ccccc12)C1CCN(c2nnc(N3CCCC3=O)s2)CC1	-6	-24
COC(=O)c1ccc(-c2ccc(CNCC(O)c3ccccc3)o2)cc1 (stereo not drawn)	-1	3
CS(=O)(=O)N1CCN(C(=O)c2ccc(-c3ccccc3)cc2)CC1	0	-7
CC(C)Cn1c(=O)c(C(=O)Nc2ccccc2S(N)(=O)=O)c(O)c2ccccc21	0	4
O=C1c2ccccc2CN1CCNS(=O)(=O)c1ccc(Cl)cc1	-4	-8
Oc1c(I)cc(I)c2cccnc12	-3	-10
CC(CN(C)Cc1ccccc1)OC(=O)c1ccc2c(c1)OCCO2 (stereo not drawn)	-2	-13
CN(C)c1cc(O)c(C(=S)Nc2ccccc2)c(N(C)C)c1	-1	2
O=C1c2ccccc2C(O)(Cc2ccccc2)N1CCCN1CCOCC1 (stereo not drawn)	7	52
COc1ccc(N2CCN(CCNC(=O)C3CCN(S(=O)(=O)c4cccs4)CC3)CC2)cc1	-3	0
CCC(C)NC(=O)c1cnn2c(C)c3c(nc12)CCCC3 (stereo not drawn)	-3	-2
CCc1cccc2c3c([nH]c12)C(CC)(CC(=O)O)OCC3 (stereo not drawn)	8	13
Cc1csc(NC(=O)C2CCCN(S(=O)(=O)c3cccnc3)C2)n1 (stereo not drawn)	-4	-33
O=C(OCC(=O)N1CCC(Cc2ccccc2)CC1)c1ccc[nH]c1=O	-1	-1
CCOC(=O)c1ccc(N2CSC3=C(C#N)C(c4ccc(OC)cc4OC)CC(=O)N3C2)cc1 (stereo not drawn)	2	-12
CC1N=C2c3ccccc3N=C(SCc3cc(=O)n4ccccc4n3)N2C1=O (stereo not drawn)	-2	-30
CN1C(=O)NC(c2cccc(O)c2)C(C(=O)c2cccs2)C1(O)C(F)(F)F (stereo not drawn)	7	19
O=C(O)C1CC(=O)N(Cc2ccccc2)C1 (stereo not drawn)	0	-3
COc1ccccc1NC(=O)C1=C(C)Nc2ncnn2C1c1ccc(C)o1 (stereo not drawn)	1	4
CCOc1ccc2[nH]c(=O)c(CN(Cc3ccccc3)C(=O)N3CCCC3)cc2c1	6	23

Compound profiles, as listed above:
Profile of `CCOC(=O)N1CCC(N2C(=O)c3ccc(C(=O)Nc4ccc(F)cc4F)cc3C2=O)CC1` → QS inhibitor: -1; QS inhibitor GFP MFI %: -2
Profile of `O=C(NC1CC1)c1scc2c1OCCO2` → QS inhibitor: 0; QS inhibitor GFP MFI %: 16

Additional compounds.
SMILES	QS inhibitor	QS inhibitor GFP MFI %
CC(=O)N=c1sc2c3ccccc3ccc2n1C	14	76
O=C(CSc1nc(-c2ccccc2)cs1)NCc1ccco1	4	18
C=CCN1C(=O)C2(c3ccccc31)C1CCCC=C1C(C#N)=C(N)C2(C#N)C#N (stereo not drawn)	1	3
COc1ccc(Oc2ccccc2C=O)cc1	-3	-42
Cc1cccc(-n2c(C)nc3c(cnn3-c3ccc(F)cc3)c2=O)c1	0	-3
CCS(=O)(=O)Nc1ccc(C(=O)CC2(O)C(=O)Nc3ccccc32)cc1 (stereo not drawn)	-2	-21
COc1ccc(CCNC(=O)C2CCN(C(=O)N(C)C)CC2)cc1OC	0	5
CC(=O)[C@@]1(O)CC[C@H]2[C@@H]3C[C@H](C)C4=CC(=O)C=C[C@]4(C)[C@@]3(F)[C@@H](O)C[C@@]21C	-5	-8
COc1ccc(N(CC(=O)Nc2ccc3c(c2)OCCO3)S(=O)(=O)c2cccnc2)cc1	-2	-7
Cc1[nH]c(-c2ccco2)nc1C(=O)O	2	25
NCCCC(=O)N1c2ccccc2Sc2ccccc21	-2	5
CC1(C)CC(=O)C(CC(=O)NC(=O)NCc2ccccc2)=C(O)C1	-2	-37
O=S(=O)(Cc1ccccc1)/C1=C(\N2CCOCC2)CCCCCC1	0	-42
COc1ccccc1NC(=O)C1=C(C)Nc2nc(CCCO)nn2C1c1cccnc1 (stereo not drawn)	-2	-5
COC(=O)c1ccsc1NC(=O)CN1C(=O)CCC1=O	-1	-11
O=C(CCN1C(=O)COc2ccccc21)NCCC1=CCCCC1	-2	8
CC(NC(=O)Cc1cccs1)c1ccc2c(c1)OCO2 (stereo not drawn)	0	2
OCCSc1nnc(Nc2ccccc2)s1	-1	7
CCOC(=O)c1cnc(-n2cc(C)cn2)nc1Nc1ccccc1OC	2	5
Cn1cccc1Cc1nnc(SCC(=O)NCCc2ccccc2)n1-c1ccc(F)cc1	1	-4
COc1ccccc1OCc1ccc(C(=O)N2CCN(C(=O)c3ccco3)CC2)cc1	-1	-5
Cc1cc(C)n(-c2nnc(C)n2/N=C/c2ccco2)n1	0	-8
COc1ccc(C2C(C(=O)Nc3cc(C)on3)c3ccccc3C(=O)N2C)cc1OC (stereo not drawn)	-2	-2
Cc1ccc2oc(=O)c3cnn(CC(=O)N4CCc5ccccc5C4)c3c2c1	-3	-20
Cc1c(C(C)O)nnn1-c1nonc1N (stereo not drawn)	-2	-10
Cc1ccc(CSC2=NCCN2C(=O)C2CC2)cc1	0	-4
Cc1nn(Cc2ccc(Cl)cc2)c(C)c1NC(=O)c1cc(-c2ccco2)on1	0	-4
CCN=C1SC(CC(=O)Nc2ccccc2OCC)C(=O)N1CC (stereo not drawn)	-2	-17
Cc1cc(C)n(C(C)n2nc(C)cc2C)n1	0	-1
CCC(=O)N1CCc2cc(S(=O)(=O)CCC(=O)N3CCc4ccccc4C3)ccc21	-13	3
